# Compound activity: PubChem, several laboratories
# F-actin modifier: modifiers of cytoskeleton assembly; HUVEC TNFa F-actin phalloidin imaging, high content; inhibition, % at 2 µM; hit rate 0.18% among 91,000; AID 836;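 active means inhibition above the batch mean plus 3 SD and confirmed as a hit by visual image inspection, cut at about 30% in these data, passing the limit was not always enough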; further: strong numbers were not always called active
# PLK1 inh: PLK1 (human) kinase inhibition. recombinant PLK1 kinase, TR-FRET peptide phosphorylation. inhibition, % at 10 µM. hit rate 0.53% among 97,000;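 active means inhibition of 50% or more in the single-concentration screen; inactive means inhibition below 50%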;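 further: 0% = DMSO max control and 100% = H-89 dihydrochloride min control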
# Target sequence (P53350 whole entry, looked up): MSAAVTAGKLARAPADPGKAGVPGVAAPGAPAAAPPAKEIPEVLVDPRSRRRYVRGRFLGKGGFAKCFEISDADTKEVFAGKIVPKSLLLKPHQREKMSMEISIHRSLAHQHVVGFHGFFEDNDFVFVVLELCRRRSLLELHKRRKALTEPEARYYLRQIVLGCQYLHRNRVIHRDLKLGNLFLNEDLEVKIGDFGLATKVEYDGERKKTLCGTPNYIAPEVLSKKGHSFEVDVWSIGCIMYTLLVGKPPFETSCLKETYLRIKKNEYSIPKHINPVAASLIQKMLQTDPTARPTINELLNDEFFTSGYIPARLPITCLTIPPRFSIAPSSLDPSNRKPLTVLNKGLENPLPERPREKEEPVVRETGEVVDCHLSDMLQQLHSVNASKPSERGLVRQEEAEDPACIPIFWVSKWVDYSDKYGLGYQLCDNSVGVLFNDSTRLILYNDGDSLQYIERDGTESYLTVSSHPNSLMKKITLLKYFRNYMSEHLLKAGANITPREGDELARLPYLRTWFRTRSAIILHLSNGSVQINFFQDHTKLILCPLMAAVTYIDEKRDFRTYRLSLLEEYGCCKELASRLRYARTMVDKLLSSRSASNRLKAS
# FAK blocker: inhibitors of human focal adhesion kinase; inhibition, %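 (tested at 7 µM)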; hit rate 0.84% among 97,000; biochemical FAK kinase activity assay; in the data active means inhibition above about 19%;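 further: 0% = DMSO and 100% = reference compound high control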
# Rev-RRE block: disrupts HIV-1 Rev binding to RRE RNA | Rev peptide-RRE RNA binding, FRET | AID 704 | hit rate 0.79% among 97,000 | inhibition, % at 8 µM;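 active means inhibition above the screen-wide mean plus 3 SD, cut at about 35% in these data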;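 further: 0% = median DMSO wells and 100% = median Neomycin B control wells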
# Target sequence (P05866 whole entry, looked up): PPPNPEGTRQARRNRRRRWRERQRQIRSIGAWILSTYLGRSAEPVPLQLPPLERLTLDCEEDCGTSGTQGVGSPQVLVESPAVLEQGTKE
#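 Test system – labelled RRE RNA duplex and labelled Rev peptide · Signal – fluorescein-to-Cy5 FRET, 480 nm excitation · Evaluation – % inhibition of FRET ratio versus controls · Benchmarks – DMSO low control, neomycin B high control · Incubation – 5 min RNA-compound premix plus 15 min binding step, 25 °C · Medium – HEPES pH 7.5 salt buffer with EDTA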
# EphB4 antag: antagonists of human EphB4-ephrin-B2 interaction; EphB4 LBD / TNYL-RAW-Alexa532 peptide, fluorescence polarization; AID 720; inhibition, % at 7 µM; hit rate 0.15% among 97,000; P54760;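 active means inhibition above the screen-wide mean inhibition plus 3 SD, cut at about 15% in these data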;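 further: 0% = DMSO wells and 100% = excess unlabeled TNYL-RAW peptide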
# PLK1 PBD inh: Plk1 (human) PBD binding inhibition; Plk1 PBD phosphopeptide binding, fluorescence polarization; inhibition, %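 (tested at about 20 µM)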; hit rate 0.13% among 97,000; AID 693; in the data active means inhibition above about 34%, passing the limit was not always enough
# PTPN22 inh 2: inhibitors of human LYP (PTPN22) phosphatase; recombinant LYP catalytic domain, DiFMUP fluorescence; hit rate 0.21% among 96,000; Q9Y2R2; inhibition, % at 2 µM; AID 640;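 active means inhibition at 2 µM at or above a set limit, the screen mean plus 3 SD, cut at about 24% in these data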;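 further: 0% = DMSO with enzyme and 100% = enzyme fully blocked by orthovanadate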
# PTK2B oligo ant: antagonists of human Pyk2 oligomerization. Q14289. Q293 cells, Pyk2 FERM NanoBiT luminescence; hits give low values. hit rate 0.83% among 99,000. z-score (the deposit names both 25 µM and 10 µM);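 active means Z-score of -3 or lower, scaled per plate to the spread of control and sample wells; inactive means z-score above -3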;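 further: negative z-score means lost luminescence so less FERM oligomerization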
# PTPN22 act: increases human PTPN22 phosphatase activity | AID 697 | activation, % at 2 µM | recombinant LYP, DiFMUP fluorescence; 0 = plate median, 100 = signal doubled | Q9Y2R2 | hit rate 0.11% among 96,000;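 active means activation at 2 µM above a set limit, the mean plus 5 SD, cut at about 37% in these data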
# * hit, by the source's call; x = not tested or not shown; [ ] = remark or other dose.
SMILES,F-actin modifier,PLK1 inh,FAK blocker,Rev-RRE block,EphB4 antag,PLK1 PBD inh,PTPN22 inh 2,PTK2B oligo ant,PTPN22 act
O=C(CN1CCCCC1)Nc1cccc(-n2cnnn2)c1,-3,-8,-2,9,9,7,-3,0.25,-2
COc1ccc2c(C(F)(F)F)cc(=O)oc2c1C,-5,-9,-3,3,5,11,-11,0.02,6
Cc1ccnc(SCC(=O)Nc2oc(-c3ccccc3)c(-c3ccccc3)c2C#N)n1,-9,-8,-2,6,3,14,2,0.07,-3
COc1cccc(-c2cc(C(=O)N3CCc4ccccc4C3)no2)c1,3,-14,2,11,9,-4,-2,0.25,-3
Cc1cc(Cl)ccc1OCC(=O)OC(C)C(=O)N(C)C (stereo not given),45,-7,2,0,5,6,1,1.1,0
C=CCN(CC=C)C(=S)NC(=O)c1ccc(-c2ccccc2)cc1,10,-11,0,-6,7,33,2,-0.36,-6
COc1cc(C2C(C(C)=O)=C(O)C(=O)N2c2ccc(C)cc2)ccc1O (stereo not given),1,-2,-1,2,2,-26,-1,0.7,1
CCn1cc(C2=NOC(C(=O)Nc3ccc4c(c3)OCO4)C2)c(C)n1 (stereo not given),0,-1,0,7,5,0,12,-0.04,-14
CCN(CC)C(=O)CSc1nc2ccccc2c(=O)n1CC,-4,-11,2,1,3,16,0,0.14,2
CCNC(=O)c1ccccc1-c1nc(-c2ccccc2Cl)no1,27,-13,3,1,-6,22,-2,-0.11,0
COc1ccc(CSCC(=O)N/N=C/c2ccccc2OCc2ccccc2)cc1,5,-7,1,15,8,-6,6,0.74,-5
O=S(=O)(c1cccc(Cl)c1)N1CCCC1,-11,-7,-2,8,0,-5,6,-0.88,-7
COc1ccc(C2=NOC(C(=O)NCc3cccs3)C2)cc1OC (stereo not given),-15,-3,-1,9,5,-5,5,x,-6
COC(=O)c1cccc(NS(=O)(=O)c2cccs2)c1C,9,-11,-3,7,0,-17,8,-0.45,-9
CCCNC(=O)c1oc2ccc3c(c2c1C)C(=O)CC(C)(C)O3,-22,-10,0,14,5,-18,6,-1,-5
CCC1CCCCN1C(=O)CCCOc1ccccc1 (stereo not given),-17,0,2,2,-2,19,3,-0.32,-1
O=c1cc(N2CCCCC2)c(-c2ccccc2)nn1Cc1ccccc1Cl,13,-11,-2,0,2,1,13,-1.2,-10
CCOC(=O)N1CCN(c2ncnc3c2[nH]c2ccc(OC)cc23)CC1,-7,-6,2,8,2,-5,-10,-0.15,12
Cc1ccc2c(c1)c1c(n2CC(O)CNC(CO)(CO)CO)CCCC1 (stereo not given),x,63*,-8,5,-4,23,x,x,x
CC(C)NS(=O)(=O)c1ccc(Oc2ncc(C(F)(F)F)cc2Cl)cc1,6,-5,-3,11,-1,7,10,-0.67,-9

# Reprinted from the part before: 2 compounds, followed by the next part.
SMILES,F-actin modifier,PLK1 inh,FAK blocker,Rev-RRE block,EphB4 antag,PLK1 PBD inh,PTPN22 inh 2,PTK2B oligo ant,PTPN22 act
Cc1ccc2c(c1)c1c(n2CC(O)CNC(CO)(CO)CO)CCCC1 (stereo not given),x,63*,-8,5,-4,23,x,x,x
CC(C)NS(=O)(=O)c1ccc(Oc2ncc(C(F)(F)F)cc2Cl)cc1,6,-5,-3,11,-1,7,10,-0.67,-9
Cc1ccc(S(=O)(=O)NC(C)C(=O)Nc2ccc(C(N)=O)cc2)cc1 (stereo not given),0,-1,1,8,4,-10,1,0.36,1
CCOC(=O)C(O)(C1C(=O)CC(C)(C)CC1=O)C(F)(F)F (stereo not given),21,-8,2,4,-4,-8,2,0.14,-4
O=C(O)CCN1C(=O)C(=C2CCCCCC2)SC1=S,27,-7,-4,2,-9,2,1,0.07,-1
CCN(CC)CCOC(=O)c1c(C)oc2ccc(OC)cc12,-36,-8,16,8,9,9,-8,-0.89,6
Cc1sc2nc(C(C)C)nc(SCC(=O)NCc3ccco3)c2c1C,15,2,8,2,-8,-10,-4,-0.96,8
COc1cccc(/C=N/Nc2nc(Nc3ccccc3)nc(-n3nc(C)cc3C)n2)c1O,2,-10,0,-5,0,10,12,-2.5,-12
COc1cccc(C2NC(C)(C(=O)O)C3C(=O)N(C(C)C)C(=O)C23)c1O (stereo not given),-13,-7,-1,5,0,-1,-10,x,10
Brc1ccc2cccnc2c1,-4,-9,-6,0,1,6,-14,-0.73,17
Cc1ccc(C2CC(C(F)(F)F)n3nc(C(=O)NCC4CCCO4)cc3N2)cc1 (stereo not given),-8,12,3,10,-2,6,-6,x,6
O=C(CN1CCOCC1)Nc1cccc(C(=O)Nc2cccc(C(F)(F)F)c2)c1,-2,-3,2,9,-5,-16,-5,-0.26,2
COc1ccc(/C=N/Nc2nc3ccccc3c(=O)[nH]2)cc1,0,-6,9,12,13,23,3,-0.03,4
O=C(O)CCc1nc2ccccc2n(CCc2ccccc2)c1=O,-7,-6,-1,-3,-12,-25,-16,-0.38,12
CCOC(=O)C1=C(C)OC(N)=C(C#N)C1c1cc2cc(C)ccc2nc1N1CCCCC1 (stereo not given),-9,-7,-1,17,2,-16,-1,-0.64,2
CCOC(=O)CCNC(C)C1COc2ccccc2O1 (stereo not given),3,-7,2,10,1,4,0,0.34,-1
CCCCCCn1c(SCC(=O)c2ccccc2)nc2c1c(=O)[nH]c(=O)n2C,14,-7,-4,2,1,6,-3,x,0
CCNc1nc(SC)nc(N(C#N)CC(=O)OC)n1,0,3,0,7,2,-7,11,-0.83,-8
COc1ccccc1NS(=O)(=O)c1cc([N+](=O)[O-])ccc1N/N=C/c1c[nH]c2ccccc12,1,-9,2,64*[fluorescence artefact?],1,20,6,-3,-4
COc1ccc(C(=O)Nc2nc(N3C(=O)c4ccccc4C3=O)n(-c3ccccc3)n2)cc1,x,1,10,6,-8,-1,20,0.62,-19
O=C1CCCc2sccc2N1,x,-10,-1,2,-7,-26,7,0.91,-9
Cc1oc2nc(SCC(=O)NC3CCCCC3)nc(N)c2c1C,-9,-6,-1,11,4,5,-5,-1,-3

# Two compounds drawn at random from those above:
SMILES,F-actin modifier,PLK1 inh,FAK blocker,Rev-RRE block,EphB4 antag,PLK1 PBD inh,PTPN22 inh 2,PTK2B oligo ant,PTPN22 act
CCOC(=O)C1=C(C)OC(N)=C(C#N)C1c1cc2cc(C)ccc2nc1N1CCCCC1 (stereo not given),-9,-7,-1,17,2,-16,-1,-0.64,2
Cc1ccc(C2CC(C(F)(F)F)n3nc(C(=O)NCC4CCCO4)cc3N2)cc1 (stereo not given),-8,12,3,10,-2,6,-6,x,6

# The main list resumes, starting 2 compounds before the break.
SMILES,F-actin modifier,PLK1 inh,FAK blocker,Rev-RRE block,EphB4 antag,PLK1 PBD inh,PTPN22 inh 2,PTK2B oligo ant,PTPN22 act
O=C1CCCc2sccc2N1,x,-10,-1,2,-7,-26,7,0.91,-9
Cc1oc2nc(SCC(=O)NC3CCCCC3)nc(N)c2c1C,-9,-6,-1,11,4,5,-5,-1,-3
CCC1Oc2ccccc2N(CC(=O)NCCN2CCc3ccccc3C2)C1=O (stereo not given),-45,-12,2,0,-4,6,-7,0.99,8
CCCOc1ccc(N2C(=O)CC(N3CCN(c4ccccc4OC)CC3)C2=O)cc1 (stereo not given),12,-9,3,6,-2,29,5,x,-8
Cn1c2c(c(=O)n(C)c1=O)CN(CC1CCCO1)CN2 (stereo not given),14,-2,-5,5,7,3,0,2.2,-2
CCc1ccc2nc3sc(C(=O)Nc4nnc(CC)s4)c(N)c3cc2c1,-3,-21,33*,89*[fluorescence artefact?],8,-68,5,-1,-2
COc1ccc(-n2nnc3c(SCC(=O)OCc4ccccc4)ncnc32)cc1,-22,-7,0,10,1,2,-2,0.37,3
Nc1nc2ccc(C(=O)Nc3ccccc3)cc2s1,26,-8,-1,1,-1,8,4,0.9,-5
Cc1ccc(C2=CC(c3cccs3)n3nnnc3N2)cc1 (stereo not given),-10,-12,6,27,6,15,8,-0.46,-3
O=C(NCCCn1ccnc1)c1ccc(Br)o1,-10,3,-2,7,1,15,-15,-0.19,14
CCC(C)NC(=O)CSC1=Nc2ccccc2C2=NC(CCC(=O)NCc3ccco3)C(=O)N12 (stereo not given),6,-1,-1,0,2,-11,7,0.31,-4
COc1ccccc1N1CCN(C(=O)C(NS(=O)(=O)c2cccs2)c2ccccc2)CC1 (stereo not given),58,4,1,7,-2,-20,-16,0.24,13
COc1ccccc1-c1cc(C(=O)Nc2cc(C)nn2-c2ccccc2)no1,-12,-20,6,1,-6,-21,1,0.18,-5
COC(=O)CNc1c(-c2ccccc2)nc2ccc(Br)cn12,-2,-4,2,-3,-7,13,-14,-0.32,13
CC1CCN(C(=O)CNS(=O)(=O)c2ccc(Br)s2)CC1,x,3,0,1,5,1,-5,0.33,6
Cc1cccc(-c2nsc(SCC(=O)Nc3nccs3)n2)c1,4,1,3,-3,2,-4,-4,1.1,4
COc1ccc(C2CC(c3c(Cl)cccc3Cl)n3nc(N)nc3N2)cc1 (stereo not given),12,-6,-1,8,1,8,-10,x,10
CCCc1[nH]nc2c1C(c1ccc(O)c(OC)c1)C(C#N)=C(N)O2 (stereo not given),-6,109*,20*,9,1,0,-1,0.31,-3
COc1ccc2c(c1OC)C(=O)OC2Nc1nc(-c2ccccc2)cs1 (stereo not given),-30,-3,-5,4,-6,15,8,0.12,-3
Cc1ccc2nc(CSc3nnc(-c4ccco4)o3)cc(=O)n2c1,x,-4,10,8,8,0,7,-0.21,-8
Clc1ccc(OCCn2cnc3ccccc32)c(Cl)c1,10,26,17,14,2,-2,1,0.48,-3
CCOC1(OCC)C(c2ccc(N)cc2)C(C#N)(C#N)C1(OCC)OCC (stereo not given),2,-8,-2,16,-5,19,5,-0.24,0
CCCN(CCC)S(=O)(=O)c1ccc(C(=O)NCc2ccc3c(c2)OCO3)cc1,-4,-2,-3,10,-6,-25,-4,x,1
O=C1CCCN1CN1CCCCC1,12,-4,2,6,4,-8,6,0.22,-9
Clc1ccccc1-c1nnc2sc(-c3ccncc3)nn12,2,-2,4,1,-3,9,-13,x,9
O=C(N1CCCCCC1)n1c(Cc2ccccc2)nc2ccccc21,-6,-5,-5,0,4,-23,-6,-0.99,1
O=C(NCCC1=CCCCC1)C1CCN(c2nc3ccccc3o2)CC1,-14,2,0,9,3,-41,1,0.54,-1
COC(=O)c1ccccc1NC(=S)NC(=O)c1cccc2ccccc12,1,-8,1,0,-6,-16,8,0.63,-8
CCC(Oc1ccc2ccccc2c1)C(=O)O (stereo not given),-30,-15,5,3,7,-30,-3,1.4,0
O=C(/C=C/c1ccccc1)c1ccc2c(c1)OCCCCO2,-8,-14,2,6,2,25,1,-0.9,2
CC(C)C(=O)Nc1ccc2c(c1)nc1n2CCSC1,21,-6,-3,9,0,1,7,0.06,-11
O=C(COc1ccc(F)cc1)N1CCC(c2ccccc2)C1 (stereo not given),1,-14,-1,2,1,3,6,-0.26,-7
CC(C)(C)c1ccc(C(=O)c2c[nH]c(C(=O)NCCCN3CCOCC3)c2)cc1,x,-10,2,12,-2,-13,x,0.56,x
N#C/C(=C/c1ccc(Sc2nc3ccccc3[nH]2)o1)c1ccccc1F,5,-6,-2,18,-7,-9,4,-2.6,-3
CCCN1C(=O)c2cc(C(=O)NCc3ccc(OC)cc3)ccc2C1O (stereo not given),-6,2,1,0,-7,-18,-20,x,18
COC(=O)Cc1c(C)c2ccc(OCc3nn[nH]n3)cc2oc1=O,15,-2,-1,1,-7,-16,-3,0.47,6
COc1ccc2cc3c(N)c(C(=O)N4CCCC4)sc3nc2c1,-8,2,6,28,-39,-6,-4,x,3
Cc1ccc(-c2nnn(CC(=O)Nc3ccccc3-c3ccccc3)n2)c(-n2cnnn2)c1,6,-3,-7,7,-4,-11,5,-1.2,-6
Clc1ccc(Nc2nc3ccccc3n3nnnc23)cc1,-23,4,-1,9,-2,6,-6,0.93,9
COC(=O)Nc1sc2c(c1C(=O)NCc1ccco1)CCC2,13,-15,2,1,-5,-14,-1,0.18,-5
